Assay outcomes (PubChem)
PREPL inhibitor: human PREPL enzyme inhibition; Q4J6C6; recombinant PREPL, fluorescence polarization activity-based probe; inhibition, % at 5.96 µM; actives 0.68% (n = 320,000); AID 2751; in the data active = inhibition above about 43%;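 note: 0% = enzyme with DMSO and 100% = wells lacking enzyme; many of its hits are not listed in these tables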
Target sequence (Q4J6C6 whole entry, looked up): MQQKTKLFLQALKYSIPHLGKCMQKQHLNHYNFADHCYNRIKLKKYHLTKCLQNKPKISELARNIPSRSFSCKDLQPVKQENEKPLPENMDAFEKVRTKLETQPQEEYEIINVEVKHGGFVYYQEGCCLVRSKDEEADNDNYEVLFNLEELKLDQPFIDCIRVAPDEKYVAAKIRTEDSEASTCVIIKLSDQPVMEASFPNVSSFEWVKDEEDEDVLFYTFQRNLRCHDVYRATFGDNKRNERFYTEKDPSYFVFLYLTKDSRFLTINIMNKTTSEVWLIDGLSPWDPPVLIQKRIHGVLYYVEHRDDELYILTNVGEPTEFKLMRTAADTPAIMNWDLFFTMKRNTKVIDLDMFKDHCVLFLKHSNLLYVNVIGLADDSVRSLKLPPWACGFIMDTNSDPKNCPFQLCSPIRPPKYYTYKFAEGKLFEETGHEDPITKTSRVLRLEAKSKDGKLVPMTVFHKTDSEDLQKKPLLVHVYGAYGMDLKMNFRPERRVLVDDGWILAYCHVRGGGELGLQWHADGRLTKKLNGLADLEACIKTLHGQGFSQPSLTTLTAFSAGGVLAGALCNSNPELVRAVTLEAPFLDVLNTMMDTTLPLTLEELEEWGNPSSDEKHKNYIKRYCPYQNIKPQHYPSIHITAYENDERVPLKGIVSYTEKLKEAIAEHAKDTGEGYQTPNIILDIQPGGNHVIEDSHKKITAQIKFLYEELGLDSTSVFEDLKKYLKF
EBNA-1 inh: blocks EBNA-1 binding to DNA | EBNA-1 DNA binding, fluorescence polarization | inhibition, % at 14.8 µM | actives 0.34% (n = 300,000); in the data active = inhibition above about 28%
LYPLA1 counter: counter-screen for PME1 inhibitors: inhibitors of human LYPLA1 | O75608 | recombinant LYPLA1, FP-Rh probe fluorescence polarization | inhibition, % at 5.9 µM | actives 0.16% (n = 320,000);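 active = inhibition above the mean of all tested compounds plus 3 SD, set per campaign, cut at about 14% in these data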;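 note: inhibitors block serine hydrolase probe labeling of LYPLA1 so polarization falls; 0% = enzyme with DMSO and 100% = wells lacking LYPLA1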
PAFAH1B3 inh: inhibitors of human PAFAH1B3 | Q15102 | recombinant PAFAH1B3, FP-rhodamine probe, fluorescence polarization | inhibition, % at 3.39 µM | actives 0.28% (n = 340,000) | AID 492972;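 active = inhibition above the screen-wide average of all tested compounds plus 3 SD, cut at about 25% in these data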;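 note: 0% = enzyme with DMSO only and 100% = wells lacking PAFAH1B3 protein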
PAFAH2 FP inh: inhibitors of human PAFAH2; actives 0.99% (n = 340,000); Q99487; AID 492956; inhibition, % at 3.39 µM; recombinant PAFAH2, FP-rhodamine activity probe, fluorescence polarization;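 active = inhibition above the mean over all tested compounds plus 3 SD, cut at about 30% in these data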;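 note: inhibitors block probe labeling of enzyme so polarization drops; 0% = enzyme with DMSO and 100% = wells lacking PAFAH2 protein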
pPAFAH FP inh: pPAFAH (human) enzyme inhibition | actives 1.5% (n = 330,000) | Q13093 | recombinant pPAFAH, FP-rhodamine probe fluorescence polarization | inhibition, % at 3.39 µM | AID 463082;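 active = inhibition above the mean inhibition across the screen plus 3 SD, cut at about 25% in these data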;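 note: inhibitors block binding of the rhodamine activity-based probe so polarization drops; 0% = enzyme with DMSO and 100% = wells lacking pPAFAH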
PAFAH1B2 inh: PAFAH1B2 (human) inhibition. P68402. recombinant PAFAH1B2, FP-rhodamine activity probe, fluorescence polarization. inhibition, % at 3.39 µM. actives 1.2% (n = 340,000). AID 492953;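 active = inhibition above the mean of all tested compounds plus 3 SD, cut at about 24% in these data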;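 note: 0% = enzyme with DMSO and 100% = wells lacking PAFAH1B2; many of its hits are not listed in these tables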
ZTA DNA inh: blocks Epstein-Barr virus ZTA, an EBNA-1 counter-screen. P03206. inhibition, % at 11 µM. ZTA-DNA binding, fluorescence polarization. actives 0.15% (n = 320,000); in the data active = inhibition above about 33%
Target sequence (P03206 whole entry, looked up): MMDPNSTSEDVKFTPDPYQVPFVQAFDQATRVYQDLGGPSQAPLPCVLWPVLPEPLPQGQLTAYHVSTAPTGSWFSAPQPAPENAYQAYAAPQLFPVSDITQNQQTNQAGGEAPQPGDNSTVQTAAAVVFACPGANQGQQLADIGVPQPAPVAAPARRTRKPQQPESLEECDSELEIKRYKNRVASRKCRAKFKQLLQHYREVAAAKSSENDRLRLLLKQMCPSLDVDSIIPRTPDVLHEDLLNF
LYPLA2 inh: blocks human lysophospholipase 2, a PME1 counter-screen. O95372. recombinant LYPLA2, FP-Rh probe fluorescence polarization. inhibition, % at 5.9 µM. actives 0.38% (n = 320,000). AID 2177;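 active = inhibition above the screen-wide mean plus 3 SD, limit set per campaign, cut at about 26% in these data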;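 note: 0% = LYPLA2 with DMSO and 100% = wells lacking LYPLA2 enzyme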
Active calls of the source: *.

Cc1sc(=NC(=O)c2ccco2)n(C)c1-c1ccccc1 was read as PREPL inhibitor 0, EBNA-1 inh 7, LYPLA1 counter -3, PAFAH1B3 inh 1, PAFAH2 FP inh 3, pPAFAH FP inh 3, PAFAH1B2 inh -2, ZTA DNA inh 2 and LYPLA2 inh 0.
Cc1nc2c(-c3ccc(F)cc3)cnn2c2c1CCC2 was read as PREPL inhibitor 3, EBNA-1 inh -8, LYPLA1 counter 1, PAFAH1B3 inh -8, PAFAH2 FP inh 3, pPAFAH FP inh 5, PAFAH1B2 inh 0, ZTA DNA inh 1 and LYPLA2 inh 3.
For COc1ccc(CC(=O)OCC(=O)N2CCCC(C)C2)cc1 (centres undefined) the results were PREPL inhibitor -6, EBNA-1 inh 0, LYPLA1 counter -3, PAFAH1B3 inh 0, PAFAH2 FP inh 5, pPAFAH FP inh 5, PAFAH1B2 inh 0, ZTA DNA inh -1 and LYPLA2 inh -3.
`Cn1c(=O)c2c(ncn2CCC(=O)N/N=C/c2cccnc2)n(C)c1=O` gave PREPL inhibitor 1, EBNA-1 inh 10, LYPLA1 counter 4, PAFAH1B3 inh -2, PAFAH2 FP inh 6, pPAFAH FP inh 3, PAFAH1B2 inh 8, ZTA DNA inh 12 and LYPLA2 inh 4.
CCOC(=O)/C(C#N)=c1/s/c(=C2\C=Cc3ccccc3N2CC)c(=O)n1CC was read as PREPL inhibitor 0, EBNA-1 inh -4, LYPLA1 counter -1, PAFAH1B3 inh 2, PAFAH2 FP inh -9, pPAFAH FP inh -1, PAFAH1B2 inh -1, ZTA DNA inh 16 and LYPLA2 inh -2.
`O=C(COC(=O)c1cccc(Br)c1)NCCc1ccccc1` gave PREPL inhibitor -14, EBNA-1 inh 6, LYPLA1 counter 1, PAFAH1B3 inh -4, PAFAH2 FP inh 26, pPAFAH FP inh 17, PAFAH1B2 inh 2, ZTA DNA inh 1 and LYPLA2 inh 1.
Screening Cc1ccc(C)c(S(=O)(=O)Nc2ccc3[nH]c(=O)[nH]c3c2)c1 returned PREPL inhibitor 0, EBNA-1 inh -5, LYPLA1 counter 8, PAFAH1B3 inh 2, PAFAH2 FP inh -2, pPAFAH FP inh 2, PAFAH1B2 inh 3, ZTA DNA inh -15 and LYPLA2 inh 10.
`N#Cc1ccccc1Oc1ccc(S(=O)(=O)N2CCCCC2)cn1` gave PREPL inhibitor 12, EBNA-1 inh 10, LYPLA1 counter 0, PAFAH1B3 inh 9, PAFAH2 FP inh 6, pPAFAH FP inh -2, PAFAH1B2 inh 8, ZTA DNA inh -17 and LYPLA2 inh 5.
Screening COc1ccc(C/C(N)=N/OC(=O)c2cccc([N+](=O)[O-])c2)cc1 returned PREPL inhibitor 20, EBNA-1 inh -5, LYPLA1 counter -8, PAFAH1B3 inh 1, PAFAH2 FP inh 15, pPAFAH FP inh 0, PAFAH1B2 inh 2, ZTA DNA inh 5 and LYPLA2 inh -11.
Screening O=C(CSc1nnc(-c2ccccn2)n1Cc1ccco1)Nc1ccc2c(c1)OCO2 returned PREPL inhibitor -2, EBNA-1 inh -2, LYPLA1 counter -1, PAFAH1B3 inh 15, PAFAH2 FP inh 0, pPAFAH FP inh 7, PAFAH1B2 inh -2, ZTA DNA inh -6 and LYPLA2 inh 5.
COc1ccc(C(=O)N2CCCN(C)CC2)cc1S(=O)(=O)N1CCCc2ccccc21 was read as PREPL inhibitor -6, EBNA-1 inh 13, LYPLA1 counter -1, PAFAH1B3 inh 2, PAFAH2 FP inh 8, pPAFAH FP inh 1, PAFAH1B2 inh 8, ZTA DNA inh 14 and LYPLA2 inh 6.
`C(=N\Nc1nnnn1-c1ccccc1)/c1ccncc1` gave PREPL inhibitor 3, EBNA-1 inh 2, LYPLA1 counter -6, PAFAH1B3 inh 11, PAFAH2 FP inh -2, pPAFAH FP inh 5, PAFAH1B2 inh 7, ZTA DNA inh 6 and LYPLA2 inh -1.
For CCCOc1ccc(N2C(=O)CC(SC(=N)N3N=C(c4ccccc4)CC3c3ccccc3)C2=O)cc1 (centres undefined) the results were PREPL inhibitor 2, EBNA-1 inh 0, LYPLA1 counter -1, PAFAH1B3 inh -6, PAFAH2 FP inh -18, pPAFAH FP inh 5, PAFAH1B2 inh -13, ZTA DNA inh 7 and LYPLA2 inh 2.
O=c1c2c(n3cnnc3n1-c1ccccc1)-c1ccccc1CC21CCCCC1 was read as PREPL inhibitor 5, EBNA-1 inh -13, LYPLA1 counter -3, PAFAH1B3 inh 8, PAFAH2 FP inh 8, pPAFAH FP inh -5, PAFAH1B2 inh 15, ZTA DNA inh 4 and LYPLA2 inh -2.
Screening COc1ccc(NC(=O)[C@@H]2CCCN2S(=O)(=O)c2ccc(Cl)cc2)cc1 returned PREPL inhibitor 5, PAFAH1B3 inh 4, PAFAH2 FP inh 10, pPAFAH FP inh 4 and PAFAH1B2 inh 1.
COc1ccc(CCNC(=O)CSc2nc(C)nc3c2c(=O)n(C)c(=O)n3C)cc1OC was read as PREPL inhibitor 4, EBNA-1 inh -15, LYPLA1 counter -2, PAFAH1B3 inh 11, PAFAH2 FP inh -2, pPAFAH FP inh -2, PAFAH1B2 inh 2, ZTA DNA inh -15 and LYPLA2 inh 1.
`CC1(CCc2ccc3c(c2)OCO3)NC(=O)c2ccccc2N1` (centres undefined) gave PREPL inhibitor -29, EBNA-1 inh 9, LYPLA1 counter 3, PAFAH1B3 inh -1, PAFAH2 FP inh -2, pPAFAH FP inh 3, PAFAH1B2 inh -1, ZTA DNA inh 10 and LYPLA2 inh 5.
CSc1ccccc1NC(=O)Cc1ccc(Br)cc1 was read as PREPL inhibitor -6, EBNA-1 inh 3, LYPLA1 counter 0, PAFAH1B3 inh -3, PAFAH2 FP inh -1, pPAFAH FP inh 4, PAFAH1B2 inh 2, ZTA DNA inh -27 and LYPLA2 inh -2.
Screening Oc1c(Cl)cc(Cl)cc1/C=N/Nc1ncc(Br)cn1 returned PREPL inhibitor 19, EBNA-1 inh -11, LYPLA1 counter -4, PAFAH1B3 inh 2, PAFAH2 FP inh 16, pPAFAH FP inh -4, PAFAH1B2 inh 1, ZTA DNA inh -8 and LYPLA2 inh -2.
For O=S(=O)(NC1=NCCCCC1)c1ccc(F)cc1 the results were PREPL inhibitor 7, EBNA-1 inh -6, LYPLA1 counter -2, PAFAH1B3 inh -8, PAFAH2 FP inh -2, pPAFAH FP inh 1, PAFAH1B2 inh 4, ZTA DNA inh 0 and LYPLA2 inh -1.
For CC(C)C[C@H](NC(=O)c1[nH]cnc1C(=O)N[C@@H](C)C(=O)OC(C)(C)C)C(=O)OC(C)(C)C the results were PREPL inhibitor 10, EBNA-1 inh 16, LYPLA1 counter -1, PAFAH1B3 inh -3, PAFAH2 FP inh 4, pPAFAH FP inh 5, PAFAH1B2 inh 7, ZTA DNA inh -3 and LYPLA2 inh 0.
Screening Cc1cc(C(=O)OCC(=O)NC(C)c2ccc(F)cc2)c(C)o1 (centres undefined) returned PREPL inhibitor 6, LYPLA1 counter 3, PAFAH1B3 inh 1, PAFAH2 FP inh 48*, pPAFAH FP inh -8, PAFAH1B2 inh 4, ZTA DNA inh 16 and LYPLA2 inh 4.
Screening Cc1ccsc1C1NC(=O)c2c(sc3c2CCN(C)C3)N1 (centres undefined) returned PREPL inhibitor -7, EBNA-1 inh -12, LYPLA1 counter 1, PAFAH1B3 inh 7, PAFAH2 FP inh -5, pPAFAH FP inh 4, PAFAH1B2 inh 7, ZTA DNA inh -8 and LYPLA2 inh 0.
CCCNC(=S)Nc1ccc(Cl)cc1C was read as PREPL inhibitor -4, EBNA-1 inh 3, LYPLA1 counter 1, PAFAH1B3 inh -1, PAFAH2 FP inh -4, pPAFAH FP inh 2, PAFAH1B2 inh 2, ZTA DNA inh -3 and LYPLA2 inh 2.

Overlap with the part before: 4 entries, then new ones.
For CC(C)C[C@H](NC(=O)c1[nH]cnc1C(=O)N[C@@H](C)C(=O)OC(C)(C)C)C(=O)OC(C)(C)C the results were PREPL inhibitor 10, EBNA-1 inh 16, LYPLA1 counter -1, PAFAH1B3 inh -3, PAFAH2 FP inh 4, pPAFAH FP inh 5, PAFAH1B2 inh 7, ZTA DNA inh -3 and LYPLA2 inh 0.
Screening Cc1cc(C(=O)OCC(=O)NC(C)c2ccc(F)cc2)c(C)o1 (centres undefined) returned PREPL inhibitor 6, LYPLA1 counter 3, PAFAH1B3 inh 1, PAFAH2 FP inh 48*, pPAFAH FP inh -8, PAFAH1B2 inh 4, ZTA DNA inh 16 and LYPLA2 inh 4.
Screening Cc1ccsc1C1NC(=O)c2c(sc3c2CCN(C)C3)N1 (centres undefined) returned PREPL inhibitor -7, EBNA-1 inh -12, LYPLA1 counter 1, PAFAH1B3 inh 7, PAFAH2 FP inh -5, pPAFAH FP inh 4, PAFAH1B2 inh 7, ZTA DNA inh -8 and LYPLA2 inh 0.
CCCNC(=S)Nc1ccc(Cl)cc1C was read as PREPL inhibitor -4, EBNA-1 inh 3, LYPLA1 counter 1, PAFAH1B3 inh -1, PAFAH2 FP inh -4, pPAFAH FP inh 2, PAFAH1B2 inh 2, ZTA DNA inh -3 and LYPLA2 inh 2.
For C=CCNC(=O)Nc1ccc(Br)cc1Cl the results were PREPL inhibitor -3, EBNA-1 inh 2, LYPLA1 counter -8, PAFAH1B3 inh 5, PAFAH2 FP inh 5, pPAFAH FP inh -2, PAFAH1B2 inh 4, ZTA DNA inh 3 and LYPLA2 inh -4.
For CCN(CC)C(=O)C1CCCN(c2ccc([N+](=O)[O-])cc2/C=N/NC(=O)c2cccc(Br)c2)C1 (centres undefined) the results were PREPL inhibitor 24, EBNA-1 inh -29, LYPLA1 counter -15, PAFAH1B3 inh 4, PAFAH2 FP inh -8, pPAFAH FP inh -4, PAFAH1B2 inh -6, ZTA DNA inh -4 and LYPLA2 inh -26.
Screening CCc1ccc(CSc2nccn2-c2ccccc2)cc1 returned PREPL inhibitor 2, EBNA-1 inh 9, LYPLA1 counter 0, PAFAH1B3 inh -2, PAFAH2 FP inh 6, pPAFAH FP inh 8, PAFAH1B2 inh 11, ZTA DNA inh -8 and LYPLA2 inh 8.
`CC(C)(C)OC(=O)N1CCC[C@H]1c1nnc(SCc2ccccc2F)o1` gave PREPL inhibitor 12, EBNA-1 inh -3, LYPLA1 counter -2, PAFAH1B3 inh 1, PAFAH2 FP inh 1, pPAFAH FP inh 5, PAFAH1B2 inh 4, ZTA DNA inh 10 and LYPLA2 inh -1.
Screening O=C(O)CSc1ncnc2scc(-c3ccccc3)c12 returned PREPL inhibitor 0, EBNA-1 inh 4, LYPLA1 counter -2, PAFAH1B3 inh -4, PAFAH2 FP inh 4, pPAFAH FP inh 2, PAFAH1B2 inh 8, ZTA DNA inh -4 and LYPLA2 inh -5.
For Cc1ccc[n+](C(C)C(=O)c2ccc(-c3ccccc3)cc2)c1 (centres undefined) the results were PREPL inhibitor 25, EBNA-1 inh -5, LYPLA1 counter -2, PAFAH1B3 inh 0, PAFAH2 FP inh -13, pPAFAH FP inh 3, PAFAH1B2 inh 4, ZTA DNA inh -20 and LYPLA2 inh -4.
`COc1ccc(CN2CCN(Cc3ccc(C(F)(F)F)cc3)CC2)cc1` gave PREPL inhibitor -2, EBNA-1 inh -2, LYPLA1 counter 6, PAFAH1B3 inh 1, PAFAH2 FP inh 5, pPAFAH FP inh -5, PAFAH1B2 inh 8, ZTA DNA inh -11 and LYPLA2 inh -3.

A portion of the library. The share of hits here may be higher or lower than overall.
